C2C12 statin: suppressors of simvastatin-induced myotoxicity in C2C12 myotubes. rescue of ATP level, % at 7.49 µM. ATP luminescence, 48 h; scaled: DMSO 0, geranylgeraniol control 100. actives 0.78% (n = 330,000). AID 602340;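 active = mean ATP rescue above about 67%, or every replicate alone reaching that limit, limit read from the data, passing the limit was not always enough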;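 also: myotubes were challenged with 10 µM simvastatin during compound exposure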
Cneo AK release: Cryptococcus neoformans lysis via adenylate kinase release; C. neoformans lysis, adenylate kinase release luminescence, 4 h; normalised: neutral wells 0, clomiphene wells 100; lysis activity, % at 15 µM; actives 0.2% (n = 360,000); AID 651654;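 active = mean lysis activity across replicates of at least 80%, whatever share of replicates individually reach that level; inactive = mean lysis activity below 80%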
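read-out = cell lysis signal | test system = log-phase Cryptococcus neoformans yeast cells | input = cells at 5 × 10^6 per mL | medium = fresh YPD growth medium | signal = luminescent adenylate kinase detection reagent | timing = 4 h at 37 °C static, read 1 h later | dosing = single dose | controls = Clomiphene as positive lysis control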
PGC1a acetyl inh: lowers PGC1a acetylation signal in U2OS cells | AlphaScreen anti-acetyl-lysine; with virally co-expressed GCN5 acetyltransferase | AID 651687 | actives 0.17% (n = 350,000) | inhibition, % at 15.6 µM;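 active = every replicate shows inhibition of at least 40%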;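 also: 0% = neutral control wells and 100% = positive control wells; some results beyond the cut were filed as inactive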
* marks the source's active call; other numbers are inactive results. Not all compounds are listed (hit frequency here may not be typical).

SMILES	C2C12 statin	Cneo AK release	PGC1a acetyl inh
CCOC(=O)c1ccc(N(C(=O)c2cnccn2)C(C(=O)NC2CCCCC2)c2cn(C)nc2C)cc1 (centres undefined)	3	1	-4
COc1ccc(C2C(Oc3ccccc3C)C(=O)N2Cc2ccc(F)cc2)cc1OC (centres undefined)	-15	4	-13
COC(CNC(=O)c1ccc(Cn2c(=S)[nH]c3cc4c(cc3c2=O)OCO4)cc1)OC	7	2	1
CCN(CC)c1nc(Nc2ccccc2)nc(Oc2ccc(C(=O)OC)cc2)n1	3	0	3
Cc1cc(Cl)ccc1OC(C)C(=O)N1CCCN(C(=O)C(C)Oc2ccc(Cl)cc2C)CC1 (centres undefined)	5	4	5
Cc1ccc(Oc2cc(C#N)c(C#N)cc2-n2nnc3ccccc32)cc1C	-34	2	0
O=C(CN1C(=O)C2C3C=CC(C3)C2C1=O)N1CCc2ccccc2C1 (centres undefined)	-1	-9	12
O=C(Nc1ccn(Cc2ccccc2F)n1)c1ccc(COc2ccc(Cl)cc2Cl)o1	50	2	-14
Cc1ccc(N2C(=O)C3ON(c4ccccc4)C(c4ccncc4)C3C2=O)c(C)c1 (centres undefined)	-9	0	-4
Cn1c(C(O)c2ccccc2)nc(Cl)c1Cl (centres undefined)	38	0	0
CCOC(=O)c1ccc2ncc(C(=O)OCC)c(NCCCN3CCOCC3)c2c1	-15	-2	-24
CCOC(=O)c1[nH]c2ccccc2c1NC(=O)Nc1ccc(OC)cc1	119*	0	0
CC1CC(C)CN(c2nc3c(c(=O)n(C)c(=O)n3C)n2C)C1 (centres undefined)	-1	-3	12
CCOc1ccc(NC(=O)CN2CCN(C3c4ccccc4-c4ccccc43)CC2)cc1	-8	-4	5
Cc1ccc(/C=N/Nc2ccc3c(C(F)(F)F)cc(C(F)(F)F)nc3n2)cc1	-15	-1	-7
C=CCn1c(=N)n(CC(=O)O)c2ccccc21	1	5	-30
O=C(c1ccco1)N1CCN(C(c2ccc(F)cc2)c2nnnn2CC2CCCO2)CC1 (centres undefined)	17	4	1
CC(C)[C@H](NC(N)=O)C(=O)Nc1ccc2c(c1)CCC2	-3	0	-13
O=C1Nc2ccccc2/C1=N\c1sc2c(c1C(=O)Nc1ccccc1)CCCC2	11	-1	1
O=C(CN1CCC(Cc2ccccc2)CC1)NC(=O)NCc1ccco1	0	-6	2
O=C(Nc1c(F)cc(F)cc1Br)c1cc(-c2ccco2)on1	-1	1	3
C=CCSc1nn2c(=O)c3ccccc3nc2s1	-8	11	6
CCn1c(SCc2nc(CC(=O)Nc3ccccc3OC)no2)nnc1-c1cccs1	-5	-1	-7
COc1ccc(-c2c(C(C)=O)c(C)nc3sc4c(=O)n(-c5ccc(C)cc5)nnc4c23)cc1	-7	-1	-19
O=C(O)c1cnc(-c2ccccc2)nc1Sc1ccccc1	4	-1	2

Three compounds already listed, arranged by molecular weight, ascending.
SMILES	C2C12 statin	Cneo AK release	PGC1a acetyl inh
O=C(CN1C(=O)C2C3C=CC(C3)C2C1=O)N1CCc2ccccc2C1 (centres undefined)	-1	-9	12
Cc1ccc(/C=N/Nc2ccc3c(C(F)(F)F)cc(C(F)(F)F)nc3n2)cc1	-15	-1	-7
COC(CNC(=O)c1ccc(Cn2c(=S)[nH]c3cc4c(cc3c2=O)OCO4)cc1)OC	7	2	1

New compounds follow.
SMILES	C2C12 statin	Cneo AK release	PGC1a acetyl inh
CCC(C)(C)n1nnnc1CN(Cc1ccco1)Cc1cc2cc3c(cc2[nH]c1=O)OCO3	20	-4	-2
COc1ccc(-n2nc(C(=O)Nc3ccc(OC)c(OC)c3)c3c4ccccc4n(C)c3c2=O)cc1	-23	0	-4
Cn1c(=N)n(CC(=O)O)c2ccccc21	16	3	0
COc1ccc(-c2cc(C(=O)Nc3cc(C)nn3-c3ccccc3)no2)cc1	-8	0	-2
CCOC(=O)N1CCN(C(=S)NC)CC1	-4	-3	7
Cc1ccc2c(c1)n([O-])c1c([n+]2=O)CCCC1	-9	1	-10
COc1cccc(C2=CC(c3cccc(OC)c3OC)n3nnnc3N2)c1 (centres undefined)	-2	-1	35
N#CCCn1nnc(-c2ccccc2F)n1	-4	0	2
CCCN1C(=O)CC(C(=O)OC)=C1C	-2	6	-2
Cn1c(=O)[nH]c(=O)c2c1nc(CN1CCN(c3ccc(F)cc3)CC1)n2CCc1ccccc1	4	1	6
COc1ccc(C/C(O)=C(\C#N)c2nc3ccccc3s2)cc1	-36	8	-2
Cc1ccccc1N1C(=O)c2cccc3c(N(C)CCO)ccc(c23)C1=O	-27	1	-13
CC(C)NC(=O)C1CCCN(S(=O)(=O)c2ccc(-n3cnnn3)cc2)C1 (centres undefined)	-4	2	-26
O=C(COC(=O)c1ccc(Cl)s1)c1cc2ccccc2o1	8	-1	-2
O=C(CNC(=O)c1ccccc1)NCC1COc2ccccc2O1 (centres undefined)	0	1	5
COC(=O)[C@H](C)N(Cc1ccc(Cl)c(Cl)c1)S(=O)(=O)CCNC1CCCC1	-1	-1	-2
Nc1ccccc1SC(C[N+](=O)[O-])c1ccccc1 (centres undefined)	19	3	7
CC(NC(=O)c1cc2ccccc2o1)c1cccs1 (centres undefined)	5	17	10
COCCn1c(SCc2cnc(-c3ccccc3)s2)nnc1-c1ccncc1	2	1	2
Cc1onc(-c2c(Cl)cccc2Cl)c1C(=O)c1c[nH]c(C(=O)NC2CC2)c1	7	11	8
CC(C)NC(=O)CSc1nnc(COc2ccccc2Cl)o1	27	-2	1
O=C(COC(=O)c1cccc(S(=O)(=O)N2CCN(c3ccccc3)CC2)c1)NCc1ccco1	0	1	-6
O=C(NCC(=O)N(Cc1ccco1)C(C(=O)NC1CCCCC1)c1cccnc1)c1ccco1 (centres undefined)	0	2	3
O=C(Nc1cccnc1)c1ccc(F)cc1	-16	0	-9
O=C1C=CC[C@H](/C=C/C[C@@H](O)C[C@H](O)CCc2ccccc2)O1	-8	0	23

Record cards (already shown). Values in the order: C2C12 statin, Cneo AK release, PGC1a acetyl inh
Entry for Nc1ccccc1SC(C[N+](=O)[O-])c1ccccc1 (centres undefined) = 19, 3, 7
Entry for Cc1ccccc1N1C(=O)c2cccc3c(N(C)CCO)ccc(c23)C1=O = -27, 1, -13
Entry for COC(=O)[C@H](C)N(Cc1ccc(Cl)c(Cl)c1)S(=O)(=O)CCNC1CCCC1 = -1, -1, -2
Entry for O=C(CNC(=O)c1ccccc1)NCC1COc2ccccc2O1 (centres undefined) = 0, 1, 5
Entry for O=C(COC(=O)c1ccc(Cl)s1)c1cc2ccccc2o1 = 8, -1, -2

Following part:
SMILES	C2C12 statin	Cneo AK release	PGC1a acetyl inh
CSc1ccc(N2C(=O)NC3(CCCCC3)C2=O)cc1	-15	1	13
COc1ccc(N(CC(=O)Nc2ccc(S(=O)(=O)N3CCOCC3)cc2)S(=O)(=O)c2ccccc2)cc1	-1	-2	-17
Cc1cc(C)n(-c2nc3c(c(=O)[nH]c(=O)n3C)n2CC(O)COc2ccc(Cl)cc2Cl)n1 (centres undefined)	7	-4	-5
Cc1ccc(S(=O)(=O)NC(C)(C)CSc2nnc(Nc3ccccc3)s2)cc1	-4	2	-25
CC1=CC(C)(C)Nc2ccc(C)cc21	6	0	-2
O=C(OCCCN1C(=O)c2ccccc2C1=O)c1ccco1	-10	-2	-11
CCN(CC)CCN1C(=O)C(=O)/C(=C(/O)c2ccccc2)C1c1ccccc1F (centres undefined)	2	-1	-7
COc1ccc(C(C(=O)OC(C)CN(C)C)c2ccccc2)cc1 (centres undefined)	1	0	7
Cc1cccn2c(=O)c3cc(C(=O)N(C)C)n(C)c3nc12	-1	-3	-6
CCCCc1ccc(CC(=O)O)cc1	2	-2	6
CCNc1cc2oc(=O)c(CN3CCOCC3)c(C)c2cc1C	-8	-1	6
O=C(Nc1nnc(COc2ccc(Cl)cc2)s1)c1cccs1	-2	1	-4
Cn1ccnc1SCc1cn2ccccc2n1	13	2	2
CC12COC3(C(=O)Nc4cccnc4)CC1CCC32C (centres undefined)	0	-1	-14
COc1ccc(C(=O)COc2nc(C)cc(C)c2C#N)cc1	-3	1	-7
CC1CC(N(C(=O)c2ccc(Cl)cc2)c2ccccc2)c2ccccc2N1C(=O)c1ccco1 (centres undefined)	20	-2	-10
CCc1ccc(N2CC(C(=O)NC3=NCCS3)CC2=O)cc1 (centres undefined)	109*	-14	-8
CCCCNC(=O)CC(NS(=O)(=O)c1ccc(C)cc1)c1ccco1 (centres undefined)	-5	7	5
CCN(CC)Cc1c(O)ccc2occ(C(=O)c3ccc(OC)cc3)c12	-8	1	-7
COc1ccc(CC(=O)Nc2ccc(-c3noc(-c4ccccc4OC)n3)cc2)cc1	-168	-1	-3
COc1ccc(C(=O)O)cc1NS(=O)(=O)c1cccc2nsnc12	-12	5	6
O=c1cc(-c2cccs2)oc2ccc(Cl)cc12	31	-1	9
COc1ccc(-n2nc(N)c3c(=O)oc(N(C)C)nc32)cc1	2	0	11
N#CCCn1cc(/C=N/O)c(-c2ccc(F)cc2)n1	2	3	7
CCn1c(=O)n(CC(=O)NCc2ccco2)c(=O)c2ccccc21	3	-1	8
SMILES	C2C12 statin	Cneo AK release	PGC1a acetyl inh
O=C(Cc1ccccc1)Nc1cccc(-c2nc3ncccc3o2)c1	17	0	-122
N#C/C(=C\c1cc([N+](=O)[O-])c(N2CCOCC2)cc1N1CCOCC1)c1nc2ccccc2[nH]1	-1	1	0
NC(=O)c1nn(-c2ccccc2)nc1NC(=O)CN1CCCCC1	-2	-1	5
CCOC(=O)N1CCN(C(=O)c2ccc(Cl)c(S(=O)(=O)N3CCOCC3)c2)CC1	-46	0	2
O=C(NC1CCCCC1)N1CCCC1	9	1	3
O=C(CSc1nc2nn(-c3ccccc3)c(=O)c-2c2n1CCCCC2)c1ccc(O)c(O)c1	10	-2	-4
Cn1c(SCc2ccccc2)nnc1-c1cccs1	8	-2	0
COC(=O)c1ccc(NC(=O)C2CC(=O)N(c3cc(C)ccc3C)C2)cc1 (centres undefined)	10	-2	-8
Cc1oc2cc(OC(C)C(=O)O)ccc2c(=O)c1Oc1ccccc1 (centres undefined)	-3	-6	13
COc1ccccc1/C=C/C(=O)NC(=S)Nc1ccc(S(=O)(=O)N(C)c2ccccc2)cc1	-5	4	4
CC(=O)c1cccc(NC(=O)Cn2cnc(S(=O)(=O)N3CCOCC3)c2)c1	15	-3	-3
O=C(NCc1ccncc1)c1cccc(Cn2cc(Br)cn2)c1	26	0	10
O=C(O)c1cc(CN2CCOCC2)oc1-c1ccccc1	-4	2	-2
C/C(=N\NC(=O)c1c(Br)c(C)nn1C)c1ccc(NC(=O)C(C)Oc2ccc(Cl)cc2C)cc1 (centres undefined)	4	3	0
O=C(C1=C(O)C(=O)N(CCN2CCOCC2)C1c1ccncc1)c1ccco1 (centres undefined)	4	0	2
COc1ccccc1N1CCN(C(=O)C(Sc2ccccc2)c2ccccc2)CC1 (centres undefined)	-28	1	0
Cc1cccc(Sc2c(C=O)c3ccccc3n2C)c1	1	-1	9
C=CCSc1nc(N)c(C#N)c(-c2ccc(C)cc2)c1C#N	-26	5	4
CC(C)N(C(=O)CSc1nnc(CN2CCCCCC2=O)n1-c1ccccn1)C(C)C	-9	-1	-4
CCCn1c(SCC(=O)c2cc(OC)ccc2OC)nnc1C(C)C	13	-6	5
CCn1c(=O)c(C(=O)NC(C)C)c(O)c2ccccc21	-1	0	8
CC(=O)n1c2ccccc2c2c1c1ccccc1n2C	-20	1	8
CCCCCn1c(CNC(=O)c2cccs2)nc2ccccc21	-5	-1	-2
CCS(=O)(=O)c1nc(NC(C)=O)n[nH]1	7	-1	5
Cc1cccc(NC2=C(Cl)C(=O)OC2NC(=O)c2ccccc2)c1 (centres undefined)	3	1	1

The last 2 entries of the section above come first, to join the parts.
SMILES	C2C12 statin	Cneo AK release	PGC1a acetyl inh
CCS(=O)(=O)c1nc(NC(C)=O)n[nH]1	7	-1	5
Cc1cccc(NC2=C(Cl)C(=O)OC2NC(=O)c2ccccc2)c1 (centres undefined)	3	1	1
CC(=NCc1cccnc1)C1=C(O)c2ccccc2C1=O	11	1	6
O=S(=O)(c1ccccc1)N1CCSC1c1ccco1 (centres undefined)	-14	2	6
c1ccc2c(c1)ccc1nnc(-c3ccc4c(c3)OCO4)n12	10	-2	4
COc1ccc2c(c1)c(=O)oc1cc(OCC(=O)NC3CCCCC3)ccc12	9	-1	7
CCCNC(=O)COC(=O)CCC(=O)c1ccc(F)cc1	-8	-2	5
CC(=O)C1=C(O)C(=O)N(c2ccc(Br)cn2)C1c1ccccc1F (centres undefined)	17	-4	3
CC(C)(O)C#Cc1ccc(C(=O)N2CCCC2C(=O)O)s1 (centres undefined)	14	-1	-5
COc1ccc2[nH]c(=O)c(CN(CC3CCCO3)C(=O)Nc3ccccc3)cc2c1 (centres undefined)	-12	-1	0
O=S(=O)(O)c1nc2ccccc2n1Cc1ccc(Cl)cc1Cl	43	2	4
Cn1c(=O)cc(OCC(=O)NCc2cccnc2)c2ccccc21	11	1	-13
CCC1=C(C(=O)OC)C(c2cc(OC)ccc2OC)C(C#N)=C(N)O1 (centres undefined)	-18	5	-17
CCCCN1C(=O)CCC(C(=O)O)C1c1ccccc1 (centres undefined)	8	-3	2
CCCC(=O)Nc1ccc(Oc2ccc(NC(=O)CCC)cc2)cc1	6	6	-3

Screening data: PubChem, Broad Institute
